# hcGAS inh: Primary biochemical luminescence assay for human cyclic GMP-AMP synthase inhibitors; Q8N884; recombinant h-cGAS, ATP depletion, Kinase-Glo luminescence; inhibition, % at 12.5 µM; hit rate 0.081% among 290,000; AID 1259398, 2018;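 also: 0% = vehicle reaction and 100% = reaction without DNA for no activity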
# Target sequence (Q8N884 whole entry, looked up): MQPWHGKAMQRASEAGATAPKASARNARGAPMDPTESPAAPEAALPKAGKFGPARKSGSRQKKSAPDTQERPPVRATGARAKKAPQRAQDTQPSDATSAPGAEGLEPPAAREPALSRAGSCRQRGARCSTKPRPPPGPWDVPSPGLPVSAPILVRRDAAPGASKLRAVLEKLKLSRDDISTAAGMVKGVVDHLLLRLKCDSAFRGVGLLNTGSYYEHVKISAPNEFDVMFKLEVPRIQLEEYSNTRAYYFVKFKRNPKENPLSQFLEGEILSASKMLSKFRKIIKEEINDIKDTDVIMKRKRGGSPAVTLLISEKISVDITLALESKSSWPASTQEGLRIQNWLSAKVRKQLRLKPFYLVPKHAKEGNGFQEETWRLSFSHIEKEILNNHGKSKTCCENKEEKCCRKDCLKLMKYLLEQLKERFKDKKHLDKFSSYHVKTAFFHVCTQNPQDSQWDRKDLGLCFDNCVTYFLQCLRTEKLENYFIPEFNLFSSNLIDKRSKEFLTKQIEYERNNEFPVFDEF
# NPYLR7 ag: agonists of mosquito NPYLR7 receptor, primary screen, cell-based, Aedes aegypti, calcium fluorescence, mosquito biting behavior | hit rate 0.15% among 270,000 | activation, % at 10 µM | HEK293T NPYLR7/Galpha15, GCaMP6s calcium fluorescence; in the data active = activation above about 40%;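 also: 0% = vehicle and 100% = reference agonist at the receptor; some compounds past the cut are filed as inactive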
# mcGAS inh: cyclic GMP-AMP synthase inhibitors, mouse, primary biochemical chemiluminescence; inhibition, % at 12.5 µM; Q8C6L5; recombinant cGAS, Kinase-Glo ATP depletion luminescence; hit rate 0.15% among 160,000;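 also: 0% = negative control wells and 100% = reference inhibitor with no enzyme activity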
# * marks the source's active call; other numbers are inactive results; nt = no result given; & = joins results of further samples. Rule as the data show it, unless noted: active = inhibition above about 40%; inactive = the rest. Some of the compounds tested (hit frequency here may not be typical).
1: C[C@H]1OC(O[C@H]2[C@@H](O)CC(O[C@H]3[C@@H](O)C[C@H](O[C@H]4CC[C@]5(C)C6CC[C@]7(C)[C@@H](C8=CC(=O)OC8)[C@@H](O)C[C@]7(O)[C@@H]6CC[C@@H]5C4)O[C@@H]3C)O[C@@H]2C)C[C@H](O)C1O (stereo partly drawn)
2: Cc1ccc(S(=O)(=O)N2CCN(CCOC(c3ccc(Cl)cc3)c3ccc(Cl)cc3)CC2)cc1Cl
3: COc1ccc(Cl)cc1C=C1C(=O)N(C)C(=O)N(C)C1=O
4: C=CCn1cc(CN2CC[C@@H](c3cccc(OC)c3)[C@H](O)C2)c(C)n1
5: CCN(CC)S(=O)(=O)c1ccc(Cn2nc(C(=O)NC(C)COC)c3ccccc32)cc1 (stereo not drawn)
6: COC(=O)C1=CO[C@@H](C)[C@@H]2CN3CC[C@]4(C(=O)Nc5c4ccc(OC)c5OC)[C@H]3C[C@H]12

assay / compound	1	2	3	4	5	6
hcGAS inh	-2.0	-2.1	0.8	1.2	-6.0	-2.4
NPYLR7 ag	4.4	28.5	10.3	6.1	12.1	3.7
mcGAS inh	nt	-7.8	-5.5	0.9	-5.8	-5.0

7: Cc1ncsc1CCCl
8: O=c1ccc(C2CCCCC2)c2n1C[C@H]1C[C@@H]2CN(C2CCOCC2)C1
9: CC[C@H]1CN2CCC1C[C@H]2[C@H](O)c1ccnc2ccc(OC)cc12 (stereo partly drawn)
10: COc1c2c(cc3c1OCO3)CC[N+](C)=C2
11: CC(Cc1ccc(O)cc1)NCC(O)c1cc(O)cc(O)c1 (stereo not drawn)
12: O=c1oc2ccccc2c(O)c1C(c1ccc2c(c1)OCO2)c1c(O)c2ccccc2oc1=O

assay / compound	7	8	9	10	11	12
hcGAS inh	-3.0	-6.8	-0.4	-5.3&-2.1	-2.0&-0.7&-5.2&-1.7	-2.5
NPYLR7 ag	-28.7	-8.1	-4.7	3.0	29.9&43.8&10.4	4.8
mcGAS inh	nt	-6.5	nt	-5.8&-4.3	-4.3&-2.5	nt

13: CCN(CC)S(=O)(=O)N1CCC2(CCN(C)CC2)C1
14: O=C(NC(=O)c1c(F)cccc1F)Nc1ccc(Cl)cc1
15: Cc1ncc(CNC(=O)N(CCCl)N=O)c(N)n1
16: Cc1cc(P(=S)(N2CCOCC2)N2CCOCC2)c(C)n1-c1ccc(N(C)C)cc1
17: O=C(O)c1ccccc1-c1c2cc(Br)c(=O)cc-2oc2[c]([Hg])c(O)c(Br)cc12
18: S=P1(N2CCOCC2)C2=C(CCC2)C2=C(CCC2)N1c1ccccc1 (stereo not drawn)

assay / compound	13	14	15	16	17	18
hcGAS inh	-6.6	-7.7	4.1&-6.0	-11.6	33.6&30.4	-4.0
NPYLR7 ag	-1.0	4.3	-3.1&1.2	1.1	59.5*	9.0
mcGAS inh	-8.6	nt	-5.5	nt	nt	nt

19: COc1ccc(CCN(Cc2ccc(C)o2)C(=O)CN(CCN2CCCC2)C(=O)Cc2ccccc2)cc1OC
20: C1CN(C23CC4CC(CC(C4)C2)C3)CCN1
21: C[C@@H](N)[C@@H](O)c1ccccc1
22: COc1cc(C)c(-c2nccn2C(C)c2ccc(C)nc2)cc1C (stereo not drawn)
23: C=C(C)c1cc2cc(C(C)=O)c(O)cc2o1
24: COc1ccc(NP(=O)(OCC(F)(F)F)OCC(F)(F)F)cc1

assay / compound	19	20	21	22	23	24
hcGAS inh	-7.1	-8.5	0.9&-1.9	-2.7	-6.7&3.5	-5.2
NPYLR7 ag	1.8	nt	-7.6&-6.9	nt	-8.1&4.4	6.2
mcGAS inh	-5.8	-4.9	nt	-10.4	-5.7	-8.9

25: CCCN1CCC[C@@H]2Cc3nc(N)ncc3C[C@H]21
26: CC1CCC2C(N1)c1ccccc1OC2(C)C (stereo not drawn)
27: CN1C(=O)C2(CCN(Cc3cc(-c4ccccn4)no3)CC2)c2ccccc21
28: CNC(C)C(=O)C12CC3CC(CC(C3)C1)C2 (stereo not drawn)
29: O=C1NC(=O)C(=Cc2cc3c(cc2[N+](=O)[O-])OCO3)C(=O)N1
30: COc1ccc(-n2cc(C3=CCN(Cc4c(C)noc4C)CC3)cn2)cc1

assay / compound	25	26	27	28	29	30
hcGAS inh	4.5	-8.1	-8.4	-12.8	-8.0	-7.8
NPYLR7 ag	2.0	-1.7	6.1	nt	nt	10.0
mcGAS inh	-4.4	nt	nt	-5.4	-5.6	nt

31: CCNc1nc(Cl)nc(NC(C)C)n1
32: CC(=O)NS(=O)(=O)c1ccc(NC(=O)c2cccn(Cc3ccccc3C)c2=O)cc1
33: CC(C)(C)NCC(O)COc1cccc2[nH]c(C#N)cc12 (stereo not drawn)
34: CC(C)(C)CC(C)(C)c1ccc(O)cc1
35: CC(C)(C)c1ccc(Cn2nc(C(=O)N3CCN(C(=O)C4CCCO4)CC3)c3ccccc32)cc1 (stereo not drawn)
36: Oc1cccc(CN2C[C@@H](c3ccccc3)[C@@H]3[C@H]2C2CCN3CC2)c1

assay / compound	31	32	33	34	35	36
hcGAS inh	-2.4	-1.9	-1.6	-4.4	-3.7	-4.6
NPYLR7 ag	-3.1	-1.0	8.8	-20.1	3.9	6.7
mcGAS inh	nt	nt	nt	nt	-3.9	nt

37: O=C(O)CCCOc1ccc(Cl)cc1Cl
38: Cc1ccc(NC(=O)CNC(C)Cc2ccsc2)cc1F (stereo not drawn)
39: c1cnc(OC2CCN(CC3[C@H]4CNC[C@@H]34)CC2)nc1 (stereo partly drawn)
40: Cc1c(Cl)cccc1S(=O)(=O)N1CCN(CCOC(c2ccccc2)c2ccccc2)CC1
41: Cc1ccc(C2CC(c3cccnc3)=Nc3nnnn32)cc1 (stereo not drawn)
42: Cc1ccc2ccccc2c1NC(=O)c1cnn(C(C)(C)C)c1

assay / compound	37	38	39	40	41	42
hcGAS inh	6.9	2.0	-9.1	-2.9	-6.3	-11.3
NPYLR7 ag	-13.9	-3.8	nt	22.1	-0.2	2.2
mcGAS inh	nt	5.0	-6.0	-8.0	nt	nt

# Molecules from the list above that have fluorine (3):
14: O=C(NC(=O)c1c(F)cccc1F)Nc1ccc(Cl)cc1
24: COc1ccc(NP(=O)(OCC(F)(F)F)OCC(F)(F)F)cc1
38: Cc1ccc(NC(=O)CNC(C)Cc2ccsc2)cc1F (stereo not drawn)

assay / compound	14	24	38
hcGAS inh	-7.7	-5.2	2.0
NPYLR7 ag	4.3	6.2	-3.8
mcGAS inh	nt	-8.9	5.0

# Next records:
43: NC(=O)CN1CCCC(C(=O)c2cccc3ccccc23)C1 (stereo not drawn)
44: CCCc1c(C(=O)O)cnn1C(C)(C)C
45: CSC1(CNc2ccc(C#N)c(Cl)c2)CCOCC1
46: NC1=NC(=O)C(c2ccccc2)O1 (stereo not drawn)
47: O=C(CCn1ccc(=O)[nH]c1=O)N1[C@H]2CCNC[C@@H]1CC2
48: Cc1ccsc1C(=O)C1CCCN(Cc2cccc3cnccc23)C1 (stereo not drawn)

assay / compound	43	44	45	46	47	48
hcGAS inh	-8.0	-0.2	-1.9	-0.7	-7.4	-1.2
NPYLR7 ag	23.1	-5.5	-23.9	-10.2	10.4	1.6
mcGAS inh	nt	nt	nt	nt	nt	-4.5

49: c1ccc(C2(c3ccccc3)CC2C2=NCCN2)cc1 (stereo not drawn)
50: O[C@]12CCNC[C@H]1CN(Cc1cc(C3CC3)on1)CC2
51: Cc1cccc(Cn2cccc(C(=O)Nc3ncc([N+](=O)[O-])s3)c2=O)c1
52: CCC(O)Cn1cc(C2=CCN(CC3CC3)CC2)cn1 (stereo not drawn)
53: N#CC1C(=N)Oc2c(c(=O)oc3ccccc23)C1c1ccc([N+](=O)[O-])cc1 (stereo not drawn)
54: O=C(Nc1cccc(Cl)c1)Nc1ccc([N+](=O)[O-])c(C(F)(F)F)c1

assay / compound	49	50	51	52	53	54
hcGAS inh	-7.6	-12.7	-9.7	-10.9	-3.8	-11.9
NPYLR7 ag	5.0	nt	16.2	4.0	-1.8	0.0
mcGAS inh	-3.6	-6.8	nt	nt	-1.0	-6.4

55: CCOc1ccc(F)cc1NC(=O)c1cc(C)n(C(C)(C)C)n1
56: CN(C)CCN(C(=O)Cc1ccccc1)c1nc2ccc(S(C)(=O)=O)cc2s1
57: CCCN(CCC)C(=O)Cc1c(-c2ccc(Cl)cc2)nc2c(Cl)cc(Cl)cn12
58: CN1C[C@@H](c2cc(F)cc(F)c2)[C@@H]2[C@H]1C1CCN2CC1
59: COc1ccccc1NC(=O)c1cccc(S(=O)(=O)N2CCCCC2)c1
60: COc1ccc2cc(C(=O)C3CCCN(C4CCC4)C3)ccc2c1 (stereo not drawn)

assay / compound	55	56	57	58	59	60
hcGAS inh	-6.5	0.6	-4.1	-2.8	-4.2	-0.7
NPYLR7 ag	7.9	-13.3	3.2	0.7	1.4	-3.7
mcGAS inh	nt	-4.2	-2.7	-14.6	-3.0	nt

61: Cc1cc([C@@H]2CCCN2C)on1
62: Cc1c(C(=O)Nc2ccc(F)cc2Cl)cnn1C(C)(C)C
63: COc1cccc(CN(C)C(C)C(=O)c2c(N)n(C)c(=O)n(C)c2=O)c1 (stereo not drawn)
64: ClCC1CO1 (stereo not drawn) (tested in a mixture with another compound)
65: CCCCCCCCCc1ccc(O)cc1
66: COC(=O)C1=C(C)OC(=N)C(C(=O)OC(C)C)C12C(=O)Nc1ccccc12 (stereo not drawn)

assay / compound	61	62	63	64	65	66
hcGAS inh	4.7	-11.1	-3.6	-7.7	-3.7	-4.3
NPYLR7 ag	0.4	4.2	1.8	1.8	-7.1	-3.9
mcGAS inh	-2.3	nt	nt	-9.4	nt	-2.0

67: C=Cn1ccnc1P(=S)(c1ccccc1)c1nccn1C=C
68: O=C(Nc1cccnc1)c1cccn(Cc2cccc(F)c2)c1=O
69: C=C(C)C1Cc2c(ccc3c(=O)c4c(oc23)COc2cc(OC)c(OC)cc2-4)O1 (stereo not drawn)
70: NCCc1nc2ccccc2[nH]1
71: COc1ccc2cc(C(=O)C3CCCN(CCC(N)=O)C3)ccc2c1 (stereo not drawn)
72: C=CCCC(CN1CCCC1)Oc1ccc(C)nn1 (stereo not drawn)

assay / compound	67	68	69	70	71	72
hcGAS inh	-5.5	5.7	5.4&-3.6	-2.5	-4.5	-0.1
NPYLR7 ag	3.4	4.4	6.2&-6.6	8.5	6.3	1.8
mcGAS inh	nt	nt	-6.2&-2.9	nt	nt	nt

# Single records, as listed above. Screens in order: hcGAS inh, NPYLR7 ag, mcGAS inh
# `C=CCCC(CN1CCCC1)Oc1ccc(C)nn1` (stereo not drawn) as listed: -0.1, 1.8, nt
# `O=C(Nc1cccnc1)c1cccn(Cc2cccc(F)c2)c1=O` as listed: 5.7, 4.4, nt
# `C=C(C)C1Cc2c(ccc3c(=O)c4c(oc23)COc2cc(OC)c(OC)cc2-4)O1` (stereo not drawn) as listed: 5.4&-3.6, 6.2&-6.6, -6.2&-2.9

# Other compounds follow.
73: CCc1ccccc1NC(=O)c1cccn(Cc2ccc(Br)cc2)c1=O
74: Cc1cccc(CNC(=O)C(C2CCCC2)N2CCN(C(=O)COc3ccc(Cl)cc3)CC2)c1 (stereo not drawn)
75: C=CCNC(=O)c1cn(Cc2ccc(C)o2)cc(C(=O)N2CCCCCCC2)c1=O
76: CON(C)S(=O)(=O)c1ccc(Cn2nc(C(=O)NC3CC3)c3ccccc32)cc1
77: Cn1cnn(CNC2(c3ccc(Cl)cc3)CCCCC2)c1=S
78: Cc1ccccc1Cn1cccc(C(=O)Nc2ccccc2C)c1=O

assay / compound	73	74	75	76	77	78
hcGAS inh	-11.2	-0.2	-2.6	-4.3	-5.1	-8.9
NPYLR7 ag	14.2	-4.0	-1.1	5.7	5.2	17.3
mcGAS inh	nt	nt	-25.8	-4.5	nt	nt

79: CCN(CC)C(=O)CN1CCC(C(C)=O)(c2ccccc2)CC1
80: COC(=O)c1ccc(COC(CN2CCN(C(=O)COc3ccc(Cl)cc3)CC2)c2ccc(Cl)cc2)cc1 (stereo not drawn)
81: COc1cc([C@@H]2c3cc4c(cc3[C@@H](O)C3COC(=O)C32)OCO4)cc(OC)c1O (stereo partly drawn)
82: Nc1ccc(N2CCN(Cc3ccccc3)CC2)cc1
83: N#Cc1cccc(CN2C[C@@H]3C[C@H](C2)c2ccc(/C=C/c4ccc(Cl)cc4)c(=O)n2C3)c1
84: CN1CCN(c2ncnc(N)c2[N+](=O)[O-])CC1

assay / compound	79	80	81	82	83	84
hcGAS inh	-6.4	-4.2	0.1	1.1	-5.9	-12.5
NPYLR7 ag	nt	nt	nt	-3.2	-7.3	19.1
mcGAS inh	-5.3	-6.1	1.3	-1.0	-4.0	nt

85: CC(C)c1ccc(OP(N)(=O)Oc2ccccc2F)cc1 (stereo not drawn)
86: N#CC(C#N)=Cc1ccc(OC(F)F)cc1
87: O=C(N1CCN(c2ccccn2)CC1)C(O)(c1ccccc1)c1ccccc1
88: C=Cn1ccnc1P(=S)(c1ccccc1)c1ccccc1
89: FC(F)(F)c1ccc(CN2CCNCC2)cc1
90: COc1ccc(OCC(=O)N2CCCN(C)C3(CCN(C)CC3)C2)cc1

assay / compound	85	86	87	88	89	90
hcGAS inh	-2.2	-8.8	-1.9	-6.9	-7.5&-1.1	-5.8
NPYLR7 ag	2.1	0.2	1.3	0.7	3.7&2.2	4.8
mcGAS inh	nt	-5.0	-4.3	nt	-3.0	-14.5
